Bioassay records from PubChem BioAssay.
Fibroblast inh: blocks proliferation of human lung fibroblasts. LL 47 human lung fibroblast viability, ATP luminescence; active compounds read low. viability, % at 10 µM. 1.1% of 85,000 active;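 active = viability at or below 50% in the single dose screen; inactive = viability above 50%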;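 also: compound exposure lasted 72 h before the ATP readout; 100% = median luminescence of untreated cell-only wells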
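test system = LL 47 human lung fibroblasts | amount = 1,150 fibroblasts seeded per well | medium = 15% FBS in IMEM | times = overnight cell rest, 72 h compound treatment at 37 °C | measured by = CellTiter-Glo luminescence measuring cellular ATP | read-out = viability percentage against median untreated-cell control | benchmarks = cell-only wells, no compound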
Smad3 FoxH1 inh: Smad3 (human) transcription factor binding inhibition; TR-FRET Smad3/Dy647-FoxH1 peptide binding, europium anti-His; P84022; inhibition, % at 25 µM; 0.29% of 88,000 active;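 active = compounds that reduce the energy-transfer binding signal between the protein and its labelled peptide by more than half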;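 also: 0% = Smad3 plus labelled peptide maximal FRET and 100% = peptide-only background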
HUVEC inhibit: inhibitors of human endothelial cell proliferation. viability, % at 10 µM (by protocol). HUVEC proliferation, CellTiter-Glo luminescence, 72 h; active compounds read low. 1.1% of 86,000 active. AID 648;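 active = viability at or below 30%; inactive = viability above 30%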;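 also: 100% = median luminescence of DMSO-only cell control wells on each plate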
H69AR growth 86K: growth inhibitors of human H69AR lung tumor cells; H69AR lung tumor viability, ATP luminescence, 72 h; active compounds read low; viability, % at 10 µM; 6% of 85,000 active;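 active = viability at or below 40%; inactive = viability above 40%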;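 also: multidrug resistant small cell line overexpressing MRP-1 efflux transporter; 100% = mean luminescence of untreated control wells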
ERa SRC1 inh: ER-alpha (human) coactivator binding inhibition | TR-FRET ER-alpha LBD / SRC-1 peptide, estradiol-bound | AID 629 | 1.7% of 86,000 active | inhibition, % at 25.6 µM; in the data active = inhibition above about 50%;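 also: 0% = receptor plus peptide control and 100% = peptide only without receptor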
MT1-MMP txn act: activates MT1-MMP transcription; AID 750; activation factor at 10 µM; 0.16% of 86,000 active; HT1080 MT1-MMP promoter luciferase reporter, luminescence, overnight; active compounds read high;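 active = activation factor of at least 2 for MT1-MMP transcription at 10 µM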
ERb SRC1 inh: blocks coactivator binding to human estrogen receptor beta | Q92731 | TR-FRET ER-beta LBD / SRC1-Cy5 peptide binding; receptor agonist-loaded with 1 µM estradiol | inhibition, % at 25.6 µM | 1.3% of 86,000 active;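 active = compounds whose percent inhibition of the receptor-coactivator binding signal exceeds about 50% in the single-dose screen, limit read from the data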;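 also: 0% = receptor plus peptide wells without compound and 100% = peptide-only wells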
Mac1 fbg enh: enhancers of human CD11b/CD18 binding to fibrinogen. P05107+P11215. K562 CD11b/CD18 adhesion to fibrinogen, ATPlite luminescence. activation, % at 10 µM. 0.07% of 93,000 active. AID 1499;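 active = 10 µM primary screen giving 50% or more activity, confirmed by 40% or more on retest at that dose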; also: strong numbers were not always called active
Target sequence (P05107 whole entry, looked up, other chains not shown): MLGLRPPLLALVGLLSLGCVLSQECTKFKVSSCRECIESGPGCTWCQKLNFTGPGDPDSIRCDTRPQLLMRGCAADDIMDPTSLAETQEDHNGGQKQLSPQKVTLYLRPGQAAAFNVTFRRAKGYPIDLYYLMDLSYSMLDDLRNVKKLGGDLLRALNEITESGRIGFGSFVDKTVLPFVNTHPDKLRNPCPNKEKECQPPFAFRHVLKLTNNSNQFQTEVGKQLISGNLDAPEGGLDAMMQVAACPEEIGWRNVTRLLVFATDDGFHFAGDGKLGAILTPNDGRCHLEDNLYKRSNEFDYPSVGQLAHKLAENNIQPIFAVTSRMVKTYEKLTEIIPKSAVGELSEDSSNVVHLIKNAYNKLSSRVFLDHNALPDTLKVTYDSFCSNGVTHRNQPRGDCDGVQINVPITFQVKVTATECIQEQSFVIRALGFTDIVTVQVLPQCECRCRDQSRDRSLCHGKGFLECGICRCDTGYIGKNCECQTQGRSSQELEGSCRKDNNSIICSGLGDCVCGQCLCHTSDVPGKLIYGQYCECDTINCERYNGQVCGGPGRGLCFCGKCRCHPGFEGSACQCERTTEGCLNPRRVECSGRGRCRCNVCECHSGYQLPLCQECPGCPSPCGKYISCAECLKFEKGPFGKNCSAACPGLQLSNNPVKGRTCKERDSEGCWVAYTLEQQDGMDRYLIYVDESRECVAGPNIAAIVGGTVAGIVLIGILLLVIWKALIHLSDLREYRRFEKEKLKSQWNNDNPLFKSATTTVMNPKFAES
ERa coact pot: ER-alpha (human) coactivator binding potentiation; coactivator binding (% of control), % at 25.6 µM; P03372; 1.3% of 86,000 active; TR-FRET ERalpha-LBD/SRC-Cy5 coactivator binding, 2 h; 100 = basal binding, no effect; in the data active = activity above about 200%;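 also: binding measured in presence of low estradiol as agonist stimulus; 0% = peptide alone without receptor and 100% = receptor with peptide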
Numbers without * were called inactive; · = not tested or not shown; [ ] = remark or other dose.

SMILES	Fibroblast inh	Smad3 FoxH1 inh	HUVEC inhibit	H69AR growth 86K	ERa SRC1 inh	MT1-MMP txn act	ERb SRC1 inh	Mac1 fbg enh	ERa coact pot
CCOc1ccccc1N1CCN(Cc2cccc(OC)c2OC)CC1	100	16[fluorescence artefact?]	93	87	-29	1.1	1	1	112
CCOC(=O)C1(C(F)(F)F)N=C(C(F)(F)F)Nc2ccccc21 (centres undefined)	100	-6	103	108	-7	1.1	-10	-3	103
CCCc1nc2sc3ccccc3c(=O)c2c(=O)n1Cc1ccco1	86	1	78	62	70*[fluorescence artefact?]	1.2	64*	-2	69[fluorescence artefact?]
COc1ccccc1N1CCN(CC(O)COc2c(OC)cccc2OC)CC1 (centres undefined)	93	-10	87	79	-6	1.2	1	10	88
CC(=O)c1ccc(S(=O)(=O)NCCCC(=O)NCCc2ccccn2)cc1	104	11	98	106	-6	1	-6	2	107
COc1ccc(-n2c(N)c(C(=O)NCc3ccco3)c3nc4ccccc4nc32)c(OC)c1	89	11	69	32*	22	1	21	3	72
O=C(Nc1ccc(N2CCOCC2)c(Cl)c1)c1ccc(Br)o1	107	-2	81	20*	-1	1.3	-3	-1	97
CCOC(=O)c1nnn(-c2nonc2N)c1CN(C)Cc1ccccc1	93	7[fluorescence artefact?]	97	103	-20	1	-19[fluorescence artefact?]	5	103[fluorescence artefact?]
CC1(C)O[C@@H]2C[C@H]3[C@@H]4C[C@H](F)C5=CC(=O)CC[C@]5(C)[C@H]4[C@@H](O)C[C@]3(C)[C@]2(C(=O)CO)O1	89	-2	104	90	-9	1.2	-6	·	104
O=C1CC(c2ccccc2)n2nc(N3C(=O)c4ccccc4C3=O)nc2N1 (centres undefined)	101	8	94	87	3[fluorescence artefact?]	1	3[fluorescence artefact?]	0	106
COCCCN1C(=O)C(=O)/C(=C(/O)c2ccc(OC(C)C)cc2)C1c1ccc(O)c(OC)c1 (centres undefined)	97	-2	92	97	7	1.1	-5[fluorescence artefact?]	-2	162[fluorescence artefact?]
CN(CC(=O)NC1CCCCCC1)S(=O)(=O)c1ccccc1	95	-3	103	79	-5	1.4	-9	1	110
CCOC(=O)N1CCN(C(=O)CN(c2ccc(Cl)c(C(F)(F)F)c2)S(C)(=O)=O)CC1	97	-7	107	69	2	1.1	-3[fluorescence artefact?]	3	123[fluorescence artefact?]
Cc1sc2nc(C(C)C)nc(SCC(=O)NCc3ccco3)c2c1C	82	-2	69	48	7	1.2	3	3	114
O=C(Cn1nnc(-c2ccc(Cl)cc2)n1)NC1CC2CCC1C2 (centres undefined)	89	-3[fluorescence artefact?]	82	83	24[fluorescence artefact?]	1	-13	-4	89
Cc1ccc2c(CSc3nnc(C4CC4)n3N)cc(=O)oc2c1	98	5	94	90	16	1.2	12	-2	60[fluorescence artefact?]
COc1ccccc1CNC(=O)CN1C(=O)C(C)N(c2ccc(C)cc2)C1=O (centres undefined)	103	7	114	93	-6	1.1	-10	4	107
Cc1cc(=O)n2c(ccc3ccccc32)c1C#N	100	-12	96	90	-3	1	6	1	114
CC(C)=CC(=O)Nc1nnc(C)s1	104	-5	95	95	8	1.3	3[fluorescence artefact?]	·	84[fluorescence artefact?]
COCCNC(=O)C1CCCN(c2ncccn2)C1 (centres undefined)	102	-7	105	98	-4[fluorescence artefact?]	1	5	0	104
CCCCCNC(=O)C(C)NS(=O)(=O)c1ccc(OC)cc1 (centres undefined)	97	-9	100	86	2	·	1	2	94[fluorescence artefact?]
COc1ccc(OC(=O)c2cccnc2)cc1	90	-3	76	62	-2	1.3	-3	-3	111
COC(C)(C)[C@]12CC(O)(c3ccccc3)ON1[C@H]1CCCCC1N2O (some centres undefined)	94	4	86	84	2[fluorescence artefact?]	1.2	3[fluorescence artefact?]	0	108
O=C(NCCCN1CCCC1=O)c1ccc2c(c1)NC(=O)c1ccccc1S2	100	6	93	90	-7	·	3	-2	110
Cc1sc2ncn(CC(=O)NCCCC(=O)N3CCN(c4ccccc4)CC3)c(=O)c2c1C	90	-11	99	97	4	1.2	7	-4	120

Looked up above.
O=C1CC(c2ccccc2)n2nc(N3C(=O)c4ccccc4C3=O)nc2N1 (centres undefined) – HUVEC inhibit: 94
CCCCCNC(=O)C(C)NS(=O)(=O)c1ccc(OC)cc1 (centres undefined) – H69AR growth 86K: 86

Gathered by group: those above containing a Cl atom (three)
SMILES	Fibroblast inh	Smad3 FoxH1 inh	HUVEC inhibit	H69AR growth 86K	ERa SRC1 inh	MT1-MMP txn act	ERb SRC1 inh	Mac1 fbg enh	ERa coact pot
O=C(Nc1ccc(N2CCOCC2)c(Cl)c1)c1ccc(Br)o1	107	-2	81	20*	-1	1.3	-3	-1	97
CCOC(=O)N1CCN(C(=O)CN(c2ccc(Cl)c(C(F)(F)F)c2)S(C)(=O)=O)CC1	97	-7	107	69	2	1.1	-3[fluorescence artefact?]	3	123[fluorescence artefact?]
O=C(Cn1nnc(-c2ccc(Cl)cc2)n1)NC1CC2CCC1C2 (centres undefined)	89	-3[fluorescence artefact?]	82	83	24[fluorescence artefact?]	1	-13	-4	89

Additional compounds follow:
SMILES	Fibroblast inh	Smad3 FoxH1 inh	HUVEC inhibit	H69AR growth 86K	ERa SRC1 inh	MT1-MMP txn act	ERb SRC1 inh	Mac1 fbg enh	ERa coact pot
CCC(C)Sc1nc2c(cnn2-c2ccccc2)c(=O)[nH]1 (centres undefined)	87	-2	80	67	2	1	-5	-2	114
O=C(COC(=O)c1ccccn1)Nc1ccccc1Cl	101	-5	98	98	1	1.1	7[fluorescence artefact?]	-4	105
O=C(Oc1cccc(N2C(=O)CCC2=O)c1)c1ccccc1	104	8	82	102	-3	1.1	-7	·	98[fluorescence artefact?]
O=C(c1ccc(CN2CCOCC2)cc1)N1CCN(c2ccccc2F)CC1	101	18	88	94	9	1.2	-6	-2	100
c1nnn(C23CC4CC(CC(C4)C2)C3)n1	95	-24	103	102	1	1.1	-3	3	119
O=C(c1ccco1)N1CCN=C1SCc1cccc(Cl)c1	95	4	108	87	2	1	4	0	88
COC(=O)c1ccccc1NC(=O)C1CCN(S(C)(=O)=O)CC1	87	-12	100	103	14	1.1	7	-1	96
CCOC(=O)c1c(C)nn(Cc2ccccc2)c1N	97	10[fluorescence artefact?]	104	96	-7	·	9	0	92
CCOc1ccc(N2CCCn3c2nc2c3c(=O)n(CCc3ccccc3)c(=O)n2C)cc1	73	2	80	103	-19	1	-4	·	103
O=C(c1cc(-c2cccs2)on1)N1CCc2ccccc2C1	100	10	102	88	-8	1.2	-7	·	111
c1coc(-c2nnc(SCc3cn4ccccc4n3)o2)c1	102	4	99	92	-4	1.2	0	-3	67
CSc1n[nH]c(NCc2ccc(Cl)cc2)n1	97	4	95	103	0	1.3	-7	·	103
COc1ccc(C2N=C(c3ccccc3)C(C)(C)N2O)cc1 (centres undefined)	118	-13	105	97	-1	0.9	1	1	78[fluorescence artefact?]
Cc1ccc(SCc2c(-c3ccccc3)nn(C)c2Cl)cc1	93	17	101	92	1[fluorescence artefact?]	1	-3[fluorescence artefact?]	1	113
COC(=O)c1ccc(CSc2nnc(NCc3ccccc3)s2)o1	97	-5	109	82	1	1.3	3	-5	90[fluorescence artefact?]
CCCc1nnc(SCCSc2nnc(CCC)n2N)n1N	97	0[fluorescence artefact?]	93	100	1	1.1	-1	7	96
O=C(c1ccc(S(=O)(=O)NCC2CCCO2)cc1)N1CCc2ccccc21 (centres undefined)	92	13	97	78	-19	1.1	-16	-1	98
CCOc1ccc(S(=O)(=O)NCc2csc(C)n2)cc1	101	5	101	89	-2	1	0	-1	116
COCc1cc(C)nc(N2CCOCC2)c1C#N	102	0	89	94	-5	1	8	-5	119
Clc1ccc(/C=N/Nc2nnc(-c3ncc[nH]3)c3ccccc23)cc1	97	-2	71	56	45	1.3	18	·	68[fluorescence artefact?]
Cc1ccc(NC(=O)C2CCCN(S(=O)(=O)c3cccs3)C2)cc1 (centres undefined)	100	1	111	94	-8	1	-8	-3	106
CCOC(=O)c1c(CN2CCN(Cc3ccccc3)CC2)n(C)c2cc(Br)c(OC)cc12	101	8	75	14*	-1	1.1	-2	-3	98
CC(=O)C1=C(O)C(=O)N(c2ccc(C)cc2)C1c1ccccn1 (centres undefined)	97	9	99	108	-43	1.1	-17[fluorescence artefact?]	·	107
CN(C)S(=O)(=O)N1CCCN(S(=O)(=O)N(C)C)CC1	105	-17[fluorescence artefact?]	103	92	1	1	-2	-4	98
O=C(OCc1ccccc1)c1cn(-c2ccccc2)nc1-c1ccncc1	103	4	82	54	12[fluorescence artefact?]	1.1	1[fluorescence artefact?]	0	107
Continuation:
SMILES	Fibroblast inh	Smad3 FoxH1 inh	HUVEC inhibit	H69AR growth 86K	ERa SRC1 inh	MT1-MMP txn act	ERb SRC1 inh	Mac1 fbg enh	ERa coact pot
CCCCN(CC)S(=O)(=O)c1ccc(C(=O)Nc2nnc(-c3cccs3)o2)cc1	62	15	5.0*	35*	6	1.1	-6	-2	103
CCCC(=O)N=C1SC2CS(=O)(=O)CC2N1c1ccc(CC)cc1 (centres undefined)	·	-6	97	92	25	1.1	16	·	88[fluorescence artefact?]
Cc1nnc2n(C3CCCCC3)c(=O)c3c4c(sc3n12)COC(C)(C)C4	93	-1	87	69	1	1.2	-8	-1	111
COc1ccc(-c2nsc3c(N4CCCC4)ncnc23)cc1	94	-5	91	66	28[fluorescence artefact?]	0.1	19[fluorescence artefact?]	-4	153
CCc1c(C(C)S(=O)(=O)c2ccc(C)cc2)[nH]c(=O)n1-c1ccc(C)cc1 (centres undefined)	99	7	108	87	-10	·	-11	10	118[fluorescence artefact?]
O=C(Cn1cnc2ccccc2c1=O)NCc1ccc2c(c1)OCO2	104	-10	101	97	-5	1.1	-11	1	108
C=COCCn1c(-c2nonc2N)nc2ccccc21	100	-18	99	91	-1	1.1	2[fluorescence artefact?]	-4	88
Brc1ccc(-c2cn3nc4c(nc3n2)CCCC4)cc1	95	18[fluorescence artefact?]	92	86	5	·	13	16	115
O=c1c2cnn(-c3ccccc3)c2nc(-c2ccco2)n1-c1ccccc1	88	4	82	45	2	1.2	-5	5	127

Three entries already listed, ordered by the number in MT1-MMP txn act, ascending:
molecule	MT1-MMP txn act
COc1ccc(-c2nsc3c(N4CCCC4)ncnc23)cc1	0.1
C=COCCn1c(-c2nonc2N)nc2ccccc21	1.1
Cc1nnc2n(C3CCCCC3)c(=O)c3c4c(sc3n12)COC(C)(C)C4	1.2

Only part of the results is shown; rates above refer to the full screens.
